GLP1R inv ag = acts as inverse agonist at human GLP-1 receptor. Potency, µM (series often up to 38.3 µM), inactives show at the top dose activity change, negative = inhibition, usual class: inhibitors. AID 624417. 410,000 tested, 1.6% active. P43220. HEK293 GLP-1R CRE-luciferase, luminescence, 24 h; GLP-1R form is constitutively active; note: potency is the fitted concentration of half-maximal effect; % is set by controls: 0 for no effect and ±100 for the full control effect; nearly all actives have a fitted effect of over 55% in size
Target sequence (P43220 whole entry, looked up): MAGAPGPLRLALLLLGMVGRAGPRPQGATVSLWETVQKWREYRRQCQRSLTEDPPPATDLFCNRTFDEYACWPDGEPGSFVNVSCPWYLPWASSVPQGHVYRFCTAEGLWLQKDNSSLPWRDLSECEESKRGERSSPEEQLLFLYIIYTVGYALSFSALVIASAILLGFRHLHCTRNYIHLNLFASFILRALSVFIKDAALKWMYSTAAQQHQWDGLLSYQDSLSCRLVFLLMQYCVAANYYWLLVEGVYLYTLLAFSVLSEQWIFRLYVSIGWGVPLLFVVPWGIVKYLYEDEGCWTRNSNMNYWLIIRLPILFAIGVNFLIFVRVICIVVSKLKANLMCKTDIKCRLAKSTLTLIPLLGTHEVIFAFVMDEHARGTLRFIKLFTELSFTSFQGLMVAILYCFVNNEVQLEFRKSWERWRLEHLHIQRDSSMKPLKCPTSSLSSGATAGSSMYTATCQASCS
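Inverse agonism was detected as reduced cAMP-driven luciferase luminescence after 24 h compound treatment. The cells were HEK293 clones expressing constitutively active human GLP-1R with the reporter. Reporter-only and GPR119 cell lines served as counterscreen controls.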
PLK1 PBD block = PLK1 (human) polo-box domain binding inhibition; 360,000 tested, 2.8% active; Potency, µM, for the others: max response, negative = inhibition, actives largely listed as inhibitors; P53350; Plk1 PBD binding of FITC phosphopeptide, fluorescence polarization; note: potency is the fitted concentration of half-maximal effect; series mostly up to about 57 µM; % is set by controls: 0 for no effect and ±100 for the full control effect; nearly all actives have a fitted effect of over 65% in size
Target sequence (P53350 whole entry, looked up, the tested form may be a part): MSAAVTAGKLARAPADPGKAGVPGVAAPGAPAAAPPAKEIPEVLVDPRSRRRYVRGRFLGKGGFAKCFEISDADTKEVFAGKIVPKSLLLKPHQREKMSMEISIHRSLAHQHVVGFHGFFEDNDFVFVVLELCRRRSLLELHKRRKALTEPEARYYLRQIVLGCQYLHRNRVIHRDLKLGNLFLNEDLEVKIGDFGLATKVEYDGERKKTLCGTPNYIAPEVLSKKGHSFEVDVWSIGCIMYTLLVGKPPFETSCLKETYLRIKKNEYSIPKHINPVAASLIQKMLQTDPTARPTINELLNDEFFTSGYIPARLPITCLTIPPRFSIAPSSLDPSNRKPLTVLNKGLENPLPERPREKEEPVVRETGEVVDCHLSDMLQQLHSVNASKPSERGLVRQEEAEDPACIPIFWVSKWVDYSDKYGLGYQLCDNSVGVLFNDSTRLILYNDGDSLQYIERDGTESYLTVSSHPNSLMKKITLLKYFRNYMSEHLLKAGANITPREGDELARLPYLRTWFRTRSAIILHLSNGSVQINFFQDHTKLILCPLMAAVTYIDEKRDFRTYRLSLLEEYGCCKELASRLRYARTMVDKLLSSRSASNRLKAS
GLP1R cytotox = cytotoxic in the GLP-1 receptor inverse agonist counter-screen; HEK293 cAMP-luciferase reporter cells, luminescence, 24 h; Potency, µM (top dose mostly 38.3 µM), without a hit: top-dose activity change, negative = inhibition, usual class: inhibitors; 410,000 tested, 0.13% active;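 note: loss of luciferase light is scored as toxicity; potency is the fitted concentration of half-maximal effect; % is set by controls: 0 for no effect and ±100 for the full control effect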
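Luminescence readout: signal drop marks cytotoxicity. Plated cells grew 12 h at 37 °C, 5% CO2, received 23 nL compound for 24 h, then got luciferase reagent, read after 12 min at RT.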
IL2 activator = activators of IL-2; AID 652025; activation, % (series mostly up to about 46 µM); 360,000 tested, 0.065% active; IL-2 activation reporter assay, cell-based qHTS; stimulated with anti-CD3/CD4/CD28 beads; in transgenic mouse T cells; in the data active = activation above about 50%; inconclusive = mostly about 30% to 49%; note: 0% is about no effect
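Unstimulated transgenic mouse T cells; 60-min compound exposure; bead-based TCR/CD4/CD28 stimulation; 18 h culture, 37 degrees C; dual fluorescence (EGFP, DsRed) plate cytometry.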
D3 ag = activates the human D3 dopamine receptor; P35462; D3R DiscoveRx beta-arrestin cells, luminescence, 90 min; max activation, %; 410,000 tested, 0.58% active; AID 652048; in the data active = max activation above about 30%; note: 0% is about no effect; mostly tested at two doses, the higher about 12 µM
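Cells at 1500/well, incubated overnight, then treated with pinned compounds (dopamine as control) for 90 min at 37 degrees C. DiscoveRx reagent added for 30 - 60 minutes at room temperature; luminescence read.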
DRD3 antagonist = D3 dopamine receptor (human) antagonism; P35462; 360,000 tested, 2.5% active; D3R cells, DiscoveRx beta-arrestin luminescence, antagonist mode; hits give low values; max response, negative = inhibition, %; AID 652054; in the data active = max response below about -50%; inconclusive = no clear call, values can overlap the other calls; note: % is set by controls: 0 for no effect and ±100 for the full control effect; mostly tested at two doses, the higher about 12 µM
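Cells plated overnight at 1500 cells/well, then exposed to library compounds with dopamine controls for 90 minutes at 37 degrees C. DiscoveRx reagent added for 30–60 minutes at room temperature; luminescence read, quantitative HTS format.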
WRN helicase inh = WRN helicase (human) inhibition; Q14191; 360,000 tested, 0.46% active; WRN helicase unwinding, fluorescent forked duplex, kinetic; Potency, µM (highest dose often 114 µM), for the others: at the highest dose activity change, negative = inhibition, most hits filed as inhibitors; note: potency is the fitted concentration of half-maximal effect; % is set by controls: 0 for no effect and ±100 for the full control effect; nearly all actives have a fitted effect of over 55% in size
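Fluorescence dequenching readout, ex 525 nm/em 598 nm, kinetic mode: forked duplex DNA (100 nM final) with adjacent fluorophore and quencher unwound by WRN (20 nM final) with 2 mM ATP. Compound preincubation 15 min, room temperature.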
GLP-1R agonist = agonists of human GLP-1 receptor | P43220 | HEK293 GLP-1R CRE-luciferase, luminescence, 4-6 h; cells express a hypersensitive GLP-1R form | Potency, µM (titrated, usually from 45.6 µM), for inactives: at the top dose activation, hits mostly activators | 380,000 tested, 0.007% active; note: potency is the fitted concentration of half-maximal effect; % of control where 0% means no effect
PI5P4K alpha inh = inhibitors of human PI5P4K alpha; PI5P4Kalpha enzyme, ADP-Glo luminescence, 60 min; hits give low values; 330,000 tested, 1.2% active; max response, %; P48426; active = max response of -50% or lower; inconclusive = between -30% and -50%; inactive = -30% or higher; note: value at the top dose of about 77 µM; % is set by controls: 0 for no effect and ±100 for the full control effect
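ADP-Glo luminescence end-point read after a 60 min room-temperature kinase reaction of PI5P4Kalpha plus substrate, initiated with ATP at 5 microM final. Buffer: 0.038 M HEPES pH 7.4, EGTA, 0.1% CHAPS, 5% DMSO.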
* hit, by the source's call; ? = inconclusive; nt = no result given; & = joins results of further samples; [ ] = remark or other dose. Unless noted, calls come from the whole dose curve; as a rule, active = well fitted curve in the direction sought with a large enough effect; inconclusive = small, poorly fitted or top-dose-only effect, or another doubt; inactive = no such curve, though single readings can be large; an effect the other way counts as inactive or inconclusive.

SMILES	GLP1R inv ag	PLK1 PBD block	GLP1R cytotox	IL2 activator	D3 ag	DRD3 antagonist	WRN helicase inh	GLP-1R agonist	PI5P4K alpha inh
CN(CC(=O)Nc1ccc(Cl)c(C(F)(F)F)c1)C(=O)CCCc1nc2ccccc2c(=O)[nH]1	12%	0%	-2%	-0.2	4	21	-3%	0%	0
N#CCC(=N)N1CCN(c2cccc(Cl)c2)CC1	3%	1%	-9%	-4.8	-2	1	-11%	-19%	4
CCc1cc(-c2[nH]ncc2-c2nc3ccccc3n2C)c(O)cc1O	-8%	-13%	5%	-0.7	4	2	-5%	-8%	-7
CCOc1ccccc1N1CCN(CC(=O)c2c(N)n(C)c(=O)n(C)c2=O)CC1	2%[7.66 µM]	-5%	-2%[7.66 µM]	1.4	-9	-19	21%	1%	0
Cc1ccc(C)c(NC(=O)c2ccccc2NS(=O)(=O)c2cc([N+](=O)[O-])ccc2C)c1	?	60µM*	3%	-5.8	1	-1	-9%	-2%	0
O=C(Cn1ncc2c([nH]c3ccccc32)c1=O)NCCCN1CCN(c2ccccc2)CC1	?	-10%	-6%&1%	-2.4	6&9	-63*	-1%	0%	0
Cc1cc(CNCc2cn(C)nc2-c2ccc(Oc3ccccc3)cc2)on1	-5%	-19%	-2%	-4.0	-4	3	13%	21%	-7
Cn1c(CN2CCC(C(N)=O)CC2)c(C#N)c2ccccc21	18%	-25%	6%	-2.1	-1	-11	-3%	-2%	-6
COc1cc(Cl)c(C)cc1NC(=O)[C@@H]1CCCN1C(=O)c1cccs1	4%	-12%	3%	1.4	-19	?	3%	-8%	1
CCCCSc1nc(NCc2ccco2)c2c3c(sc2n1)COC(C)(C)C3	?	-6%	-16%	-3.1	-1	63	-11%	0%	3
CCOc1ccccc1N(CC(=O)NC1CCCCC1)C(=O)CCCC(=O)Nc1ccccn1	11%	-1%	4%	-0.6	3	0	-5%	11%	-7
CC(C)CCn1c(CN2CCOCC2)nc2c1c(=O)n(C)c(=O)n2C	-6%	0%	-7%	0.3	9	-4	-2%	-7%	4
O=C(Nc1nc(-c2cccnc2)cs1)c1ccc(S(=O)(=O)N2CCOCC2)cc1	0%	-1%	4%	-1.5	2	-9	7%	-13%	nt
CCOC(=O)Nc1ccc2nc(N3CCCCCC3)sc2c1	?	-13%	-23%	-3.2	-2	-9	-3%	0%	1
CCN(CCCNC(=O)Cn1ncc2c([nH]c3ccc(C)cc32)c1=O)Cc1ccccc1	?	-12%	3%&5%	-3.4	5&-10	-12	1%	9%	-1
COc1ccc(S(=O)(=O)Cc2ccc(C(=O)NCCCN(C)c3ccccc3)o2)cc1	?	-6%	-5%	-1.1	7	-23	-17%	4%	nt
Cc1c(OC(C)C(=O)N[C@@H](Cc2ccccc2)C(=O)O)ccc2c3c(c(=O)oc12)CCCC3 (stereo partly specified)	-6%	0%	-3%	0.2	37*	4	-3%	-2%	5
COc1cc(CCC(=O)NCc2ccc(Cl)cc2)cc(OC)c1OC	11%	0%	6%	0.2	1	21	-1%	9%	1
COc1ccccc1Cc1nc2ccccc2nc1SCC(=O)N1CCC(C)CC1	-10%	nt	-2%	nt	1	nt	nt	-5%	nt
CC(=O)c1nn(-c2ccc(C)cc2)cc1C(=O)c1cccc(Br)c1	10%	-1%	7%	-3.0	3	-10	-2%	0%	5
Cc1cc2ccccc2n1CCNC(=O)C(C)(C)C	-9%	-12%	8%	-2.4	-5	-11	2%	9%	-5
Cc1cc(Cl)ccc1OC(C)C(=O)N1CCCN(C(=O)C(C)Oc2ccc(Cl)cc2C)CC1 (stereo unspecified)	5µM*	-23%	?	-3.2	0	9	-5%	-25%	18
Cc1ccc(NC(=O)Nc2cccnc2)cc1NC(=O)Nc1cccnc1	?	0%	9%	-2.1	10	64	6%	29%	-29
Cc1ccc2c(c1)S(=O)(=O)c1ccc3ccccc3c1N2	6%	-4%	0%	-0.2	1	-5	-2%	-5%	0
OC(c1ccc(Cl)c(F)c1)c1ncc(-c2ccccc2Cl)[nH]1 (stereo unspecified)	-21%	4%	-1%	1.2	-6	-18	2%	-7%	11

(list continues)
SMILES	GLP1R inv ag	PLK1 PBD block	GLP1R cytotox	IL2 activator	D3 ag	DRD3 antagonist	WRN helicase inh	GLP-1R agonist	PI5P4K alpha inh
Cc1ccc(-n2c3c(cc(C(=O)NCc4ccco4)c2=O)C(=O)CC(C)(C)C3)cc1	-24%	-13%	-8%	0.0	-7	-15	-1%	-2%	-10
COc1ccc(C(CNC(=O)COc2ccc(F)cc2Br)N2CCCC2)cc1 (stereo unspecified)	?	-10%	?	2.5	-14	-26	-3%	20%	-1
O=C(NCc1ccco1)C1CCCN(S(=O)(=O)c2cnc[nH]2)C1 (stereo unspecified)	6%	-6%	7%	-3.2	2	-13	-9%	-3%	6
Cc1cc(NC(=O)Nc2ccc(F)cc2)no1	13%	1%	2%	0.5	3	10	5%	-11%	3
O=S(=O)(N(Cc1ccccc1)[C@H](CO)Cc1ccccc1)N(Cc1ccccc1)[C@H](CO)Cc1ccccc1	-5%	-6%	5%	0.1	-2	1	3%	-4%	-1
CC[N+](CC)(CC)CCOc1ccc(/C=C/c2ccccc2)cc1	?	0%	-13%	0.4	12&-6&-8	4	3%	-1%&3%	-7
CCCCn1nc(C(=O)NC2CCCCCC2)c2ccccc2c1=O	-28%	6%	17%	-3.8	16	-2	-6%	0%	0
COc1ccc(-c2nnnn2C)cc1S(=O)(=O)NCCc1ccccc1	-1%	1%	5%	0.0	2	-4	2%	6%	nt
COc1ccc(C(=O)Nc2cccc(C(=O)O)c2)cc1S(=O)(=O)N1CCCC1	-8%	-5%	9%	1.3	5	-2	-22%	-13%	-6
Cc1cc(C)c2ccc(NN)nc2c1O	?	-4%	?	-2.4	-3	7	-1%	-7%	-1
O=C(Nc1ccc(F)cc1)C1CCCN1S(=O)(=O)c1ccc(Br)cc1 (stereo unspecified)	?	-15%	5%	0.8	-12	-23	5%	-4%	-2
CCCN(CC(=O)Nc1cc(C)on1)CC(=O)Nc1ccc(F)c(F)c1F	?	-5%	-21%	-0.5	3	3	5%	0%	2
Cc1cc(Cl)ccc1NC(=O)c1ccc2c(c1)CCN2S(C)(=O)=O	-24%	0%	-12%	1.5	5	12	5%	14%	-8
CCOc1ccc(S(=O)(=O)NCCCN2CCOCC2)cc1	20%	-12%	-7%	2.2	1	6	-1%	-3%	nt
Oc1ccc(/C=N/n2c(-c3ccccc3)n[nH]c2=S)cc1Br	9%	-5%	-5%	1.1	-2	15	4%	-5%	-53*
Cc1ccc(S(=O)(=O)N2C[C@@H]3[C@H]4CC[C@H](C4)[C@@H]3[C@@H](C)C2CC(=O)c2ccccc2)cc1 (stereo partly specified)	?	-9%	9%	-0.8	-26	-21	1%	1%	-10
CN1CCN(c2ccc(Cl)cc2NC(=O)/C=C/c2ccc(F)cc2)CC1	?	-8%	-9%	1.9	-6	-18	-1%	11%	15
Cc1cc(C)n2nc(SCC(=O)N3CCCC3)nc2n1	16%	4%	-2%	0.1	0	26	-4%	-5%	4
O=C(COC(=O)CCS(=O)(=O)c1ccc(Cl)cc1)NCCc1ccccc1	3%	1%	3%	2.7	9	8	5%	-3%	1
CSC(=NC#N)N1CCN(C(=NC#N)SC)CC1	11%	-16%	0%	3.0	-6	-1	-1%	5%	1
O=C(c1ccc([N+](=O)[O-])o1)N1CCc2ccccc2C1	39%[activator]	5%	-24%	-0.5	-21	?	0%	-4%	-1
COc1ccc(Cn2c(O)c(C=Nc3ccccc3)c3ccccc3c2=O)cc1	7%	0%	61%[activator]	-1.5	-5	-1	-1%	11%	12
O=C(COC(=O)c1ccc2ccccc2n1)Nc1ncc(C(F)(F)F)cc1Cl	-3%	-6%	-14%	0.3	-6	5	-4%	-3%	7
CCC1Sc2ccc(S(=O)(=O)Nc3cc(OC)cc(OC)c3)cc2NC1=O (stereo unspecified)	?	0%	7%	0.0	1	19	-10%	3%	0
O=C(CN1C(=O)NC(Cc2ccccc2)C1=O)Nc1ccc(OC(F)F)cc1 (stereo unspecified)	?	-5%	-5%	0.8	-10	-17	-30%	0%	-8

Compound profiles, as listed above:
CCCN(CC(=O)Nc1cc(C)on1)CC(=O)Nc1ccc(F)c(F)c1F in the list: GLP1R inv ag: ?; PLK1 PBD block: -5%; GLP1R cytotox: -21%; IL2 activator: -0.5; D3 ag: 3; DRD3 antagonist: 3; WRN helicase inh: 5%; GLP-1R agonist: 0%; PI5P4K alpha inh: 2
COc1ccc(Cn2c(O)c(C=Nc3ccccc3)c3ccccc3c2=O)cc1 in the list: GLP1R inv ag: 7%; PLK1 PBD block: 0%; GLP1R cytotox: 61%[activator]; IL2 activator: -1.5; D3 ag: -5; DRD3 antagonist: -1; WRN helicase inh: -1%; GLP-1R agonist: 11%; PI5P4K alpha inh: 12

(next part)
SMILES	GLP1R inv ag	PLK1 PBD block	GLP1R cytotox	IL2 activator	D3 ag	DRD3 antagonist	WRN helicase inh	GLP-1R agonist	PI5P4K alpha inh
Cn1c(SCC(=O)N/N=C/C=C/c2ccccc2[N+](=O)[O-])nc2ccccc21	17%	-25%	-18%	0.2	-2	1	-18%	-3%	-2
O=C(CSCc1ccccc1Br)NNC(=S)NCc1ccco1	?	?	0%	-0.5	4	4	-17%	1%	5
CCCCCCC(=O)N/N=C/c1ccc(Br)cc1	?	-5%	-16%	0.5	2	2	-5%	1%	12
COc1ccccc1CNC(=O)c1cccc(C)c1[N+](=O)[O-]	2%	0%	-21%	1.6	-2	-20	-7%	-2%	1
O=C(Nc1ccccc1)N(Cc1ccccc1)Cc1ccccc1	0%	-4%	3%	6.2	-43	-18	-5%	7%	nt
O=C(O)C1=C(C(=O)O)C2C=CC1C2	8%	-11%	2%	0.6	-3	?	-2%[11.6 µM]	1%	-9
COC(=O)c1ccccc1NC(=O)CSc1nnnn1CC(=O)O	10%	-8%	17%	-1.6	2	4	-2%	1%	1
C[C@H](CO)N1C[C@H](C)[C@@H](CN(C)S(=O)(=O)c2cccs2)Oc2c(NC(=O)CCC(F)(F)F)cccc2C1=O	8%	-7%	9%	0.3	-10	3	-6%	0%	3
O=C(Nc1cc2c(cc1Br)OCCCO2)c1cccnc1	42%[activator]	2%	3%	0.6	3	-3	2%	2%	1
CCNC(=O)CN1C(=O)NC(CCc2ccccc2)C1=O (stereo unspecified)	10%	2%	9%	0.4	7	-29	4%	0%	3
